tim10-1 inh = growth inhibitors of tim10-1 mutant yeast, primary screen, luminescence, uHTS. S. cerevisiae tim10-1 ts strain growth, BacTiter-Glo, 24 h. inhibition, % at 20 µM. 330,000 compounds, 2.2% hits. AID 463190, 2010;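 active = inhibition of at least 40%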;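 note: mutant grown at 25 °C; 0% = DMSO wells with yeast and 100% = wells holding no yeast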
hIAP block = human IAP inhibitors, primary screen, biochemical, luminescence, uHTS; Intestinal-type alkaline phosphatase (Homo sapiens), P09923; 330,000 compounds, 0.12% hits; inhibition, % at 10 µM; AID 2544, 2010; purified IAP, CDP-Star luminescence, 30 min;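 active = inhibition reaching a set limit with compound at 10 µM in the primary screen, cut at about 35% in these data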;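 note: plate controls were DMSO wells with enzyme for no effect and no-enzyme buffer wells for full effect; values of inactives mirror those of a sister screen read the other way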
Target sequence (P09923 whole entry, looked up): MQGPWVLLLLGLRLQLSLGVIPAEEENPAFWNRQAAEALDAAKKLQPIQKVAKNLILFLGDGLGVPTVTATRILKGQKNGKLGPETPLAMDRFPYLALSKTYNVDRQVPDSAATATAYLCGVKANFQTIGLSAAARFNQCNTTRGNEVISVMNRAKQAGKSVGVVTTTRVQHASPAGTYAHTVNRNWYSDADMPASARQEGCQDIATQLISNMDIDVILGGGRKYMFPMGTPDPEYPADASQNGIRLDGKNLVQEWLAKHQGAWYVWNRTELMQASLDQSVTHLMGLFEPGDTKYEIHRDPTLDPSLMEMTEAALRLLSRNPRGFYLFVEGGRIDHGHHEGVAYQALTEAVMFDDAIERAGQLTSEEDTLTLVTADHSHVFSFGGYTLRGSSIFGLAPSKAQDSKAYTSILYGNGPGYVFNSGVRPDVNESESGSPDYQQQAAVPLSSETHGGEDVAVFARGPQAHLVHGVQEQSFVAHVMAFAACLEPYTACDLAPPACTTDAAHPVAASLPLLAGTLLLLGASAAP
mIAP inh = inhibitors of mouse IAP, primary screen, biochemical, luminescence, uHTS | purified mouse IAP, CDP-Star luminescence, 30 min | inhibition, % at 10 µM | 330,000 compounds, 0.2% hits | AID 2806, 2010;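 active = inhibition of at least 40% at 10 µM in the primary screen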;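 note: plate controls were DMSO with enzyme for no effect and no enzyme wells for full effect; values of inactives mirror those of a sister screen read the other way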
APOBEC3G inh = APOBEC3G DNA deaminase inhibitors, primary screen, biochemical, fluorescence, single-stranded DNA substrate, uHTS; DNA dC->dU-editing enzyme APOBEC-3G (Homo sapiens), Q9HC16; recombinant A3G, ssDNA deamination FAM/TAMRA fluorescence; inhibition, % at 20 µM; 330,000 compounds, 0.28% hits;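 active = inhibition of at least 40% at 20 µM, with no more than 30% in the related APOBEC3A deaminase screen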;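 note: plate controls were DMSO wells with A3G for no effect and wells lacking A3G enzyme for full effect; some compounds called inactive have numbers as strong as hits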
Target sequence (Q9HC16 whole entry, looked up): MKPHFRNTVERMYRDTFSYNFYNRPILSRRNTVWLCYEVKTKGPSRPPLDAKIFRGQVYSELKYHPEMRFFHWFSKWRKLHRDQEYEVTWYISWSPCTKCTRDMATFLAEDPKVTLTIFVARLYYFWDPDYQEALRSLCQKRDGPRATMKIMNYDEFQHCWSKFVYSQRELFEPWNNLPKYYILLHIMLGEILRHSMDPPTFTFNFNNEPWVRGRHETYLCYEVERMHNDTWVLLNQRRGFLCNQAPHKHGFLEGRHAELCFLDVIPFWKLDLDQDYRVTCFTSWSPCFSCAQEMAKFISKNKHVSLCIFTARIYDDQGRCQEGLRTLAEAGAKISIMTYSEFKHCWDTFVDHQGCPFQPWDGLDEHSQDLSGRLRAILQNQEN
NLRP3 yeast inh = NALP3 inflammasome inhibitors in reconstituted yeast, primary screen, luminescence, uHTS | Yeast reconstituted NLRP3/ASC/caspase-1, beta-gal luminescence, 24 h | inhibition, % at 10 µM | 330,000 compounds, 0.39% hits | AID 2825, 2010;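 active = inhibition of 50% or more; inactive = inhibition below 50%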;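 note: plate controls were induced DMSO wells for no effect and uninduced yeast grown without galactose for full effect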
mIAP act = activators of mouse IAP, primary screen, biochemical, luminescence, uHTS; muIAP, CDP-Star luminescence, 30 min; stronger effect = higher value; 1 = vehicle-only enzyme signal, 0 = enzyme-free wells; activation factor at 10 µM; 330,000 compounds, 0.24% hits;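 active = activation factor of at least 2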; note: the source names both 10 and 20 µM as test concentration; values of inactives mirror those of a sister screen read the other way
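Assay system: mouse IAP enzyme / Compound: DMSO-dissolved test compounds / Timing: 30 min, room temperature / Measured by: luminescence from enzymatic CDP-Star hydrolysis / Control set: DMSO-only wells, enzyme-free buffer wells as negative control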
TIM10 inh = growth inhibitors of isogenic TIM10 control yeast, primary screen, counter-screen for tim10-1 yeast inhibitor project, luminescence, uHTS; S. cerevisiae TIM10 strain growth, BacTiter-Glo luminescence, 24 h; inhibition, % at 10 µM; 330,000 compounds, 1.4% hits; AID 463195, 2010;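 active = inhibition of 40% or more at the single tested concentration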;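 note: wild-type TIM10 isogenic control strain grown at permissive 25 °C; 0% = DMSO yeast wells and 100% = minimal medium wells without yeast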
APOBEC3A inh = APOBEC3A ssDNA deaminase inhibitors, primary screen, selectivity assay for APOBEC3G inhibitor project, biochemical, FAM/TAMRA oligo cleavage fluorescence. DNA dC->dU-editing enzyme APOBEC-3A (Homo sapiens), P31941. recombinant A3A, FAM/TAMRA ssDNA deamination fluorescence. inhibition, % at 20 µM. 330,000 compounds, 0.41% hits;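 active = at least 40% inhibition at 20 µM here, with at most 30% in a related deaminase screen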;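 note: plate controls were A3A with DMSO for no effect and wells lacking A3A enzyme for full effect; some results filed as inactive read as strong as hits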
Target sequence (P31941 whole entry, looked up): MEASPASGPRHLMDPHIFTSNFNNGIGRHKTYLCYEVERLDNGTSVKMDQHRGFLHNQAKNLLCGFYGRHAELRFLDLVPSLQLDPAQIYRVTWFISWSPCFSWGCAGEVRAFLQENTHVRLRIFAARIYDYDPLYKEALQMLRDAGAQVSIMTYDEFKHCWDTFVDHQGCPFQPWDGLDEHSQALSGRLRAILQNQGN
MIN6 prolif = inducers of MIN6 beta-cell proliferation, primary screen, ATP luminescence, uHTS; MIN6 cells proliferation, ATPlite luminescence, 48 h; cells starved in 0.2% serum; 100% = growth in 10% serum; proliferation, % at 10 µM; 330,000 compounds, 0.29% hits; AID 2380, 2010;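 active = compounds whose signal lies at least 3.5 SD above the mean of all wells on their plate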;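 note: 0% = DMSO-treated cells in low-serum medium and 100% = 10% serum control; some compounds called inactive have numbers as strong as hits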
Numbers without * were called inactive; . = no result given. Rows were taken by chance (roughly 4.6% active in at least one column).

SMILES	tim10-1 inh	hIAP block	mIAP inh	APOBEC3G inh	NLRP3 yeast inh	mIAP act	TIM10 inh	APOBEC3A inh	MIN6 prolif
Cc1c(Cl)cccc1NC(=O)NNC(=O)CCc1ccccc1	5	-11	-10	14	19	1.1	7	6	3
CCOc1ccc(S(=O)(=O)NN2Cc3ccccc3C2=N)cc1	3	10	0	-6	12	1	14	1	-3
COc1ccc(OC(C)C(=O)NCc2cccnc2)cc1 (stereo not given)	6	3	1	-1	-6	0.99	3	-2	-1
COc1ccc(NC(=O)COc2ccccc2)c(OC)c1	5	16	4	-4	40	0.96	8	-1	-1
O=C(COC(=O)CC1CC2CCC1C2)Nc1cc([N+](=O)[O-])ccc1F (stereo not given)	21	6	7	-7	10	0.93	30	3	1
COc1ccc(Cl)cc1NC(=O)NC(C)C(C)(C)C (stereo not given)	24	-4	-23	5	28	1.2	25	0	-1
Cc1ccc(C(=O)N2CCN(c3ccc(NC(=O)c4ccc(Br)o4)cc3)CC2)cc1	52*	-4	4	-1	21	0.96	34	2	0
N/C(=N\OC(=O)c1cccc(Cl)c1)c1ccncc1	42*	-21	0	-4	2	1	20	-4	-1
CCOC(=O)c1sc(NC(=O)C(OC(C)=O)c2ccccc2)nc1C (stereo not given)	22	2	8	-4	5	0.92	28	-2	-3
COc1ccc(OC)c(/C(O)=C/C(=O)C(=O)Nc2cc(C)ccc2OC)c1	35	13	6	1	7	0.94	6	0	-2
O=c1c2cnn(-c3ccccc3)c2nnn1Cc1ccccn1	22	5	4	-4	3	0.95	6	-3	0
COc1ccc(/C=N/NC(=O)c2cc(C(C)(C)C)[nH]n2)cc1COc1ccc(F)cc1F	18	-25	6	-7	3	0.94	3	-3	-6
O=C(COC(=O)CNC(=O)C12CC3CC(CC(C3)C1)C2)Nc1ccccc1	26	-2	0	-3	5	1	5	0	-1
N/C(=N\OC(=O)CC(c1ccccc1)c1ccccc1)c1cccnc1	47*	8	1	-5	17	0.99	37	4	-1
CC(=O)N1CC=CC1(CC(C)C)C(=O)NCCN1CCOCC1 (stereo not given)	-17	26	-5	-11	2	1	0	-2	0
NS(=O)(=O)c1cc2c(cc1Cl)NC(c1ccccc1OCC(=O)O)NS2(=O)=O (stereo not given)	-2	13	0	0	-1	0.99	-13	0	0
Cn1c2c(c(=O)n(C)c1=O)CN(CCCN1CCOCC1)CN2	7	-6	5	-8	-8	0.95	5	-2	-1
CSc1ccccc1NC(=O)C(=O)c1c[nH]c2ccccc12	32	4	8	-6	4	0.92	7	8	-1
O=C1C(Cl)=C(NCC2CCCO2)C(=O)N1CCc1ccccc1 (stereo not given)	19	-16	-1	-3	31	1	-18	-1	-1
COc1ccc(N2C(=O)CSC23C(=O)N2c4c(cccc43)C(C)=CC2(C)C)cc1 (stereo not given)	29	12	0	-4	9	0.99	38	0	-4
O=C(Oc1ccc(-c2nnco2)cc1)c1ccc(Br)o1	3	20	0	-2	6	1	16	4	2
Cc1n(C)c2cc(Cl)ccc2[n+]1Cc1ccccc1	2	-2	8	26	7	0.92	5	78*	-1
CC(C)OC(=O)NC(Nc1ccccc1C(=O)O)(C(F)(F)F)C(F)(F)F	-15	-10	-4	-6	-7	1	5	-6	-1
CCN1CCCC1CNC(=O)c1cc2c(-c3ccc(Cl)cc3)nn(C)c2s1 (stereo not given)	25	-7	-14	-2	-3	1.1	18	0	-8
Fc1cccc(Cl)c1Cn1nnc(-c2ccc3c(c2)OCO3)n1	32	5	-5	-1	15	1	17	4	-2

(list continues)
SMILES	tim10-1 inh	hIAP block	mIAP inh	APOBEC3G inh	NLRP3 yeast inh	mIAP act	TIM10 inh	APOBEC3A inh	MIN6 prolif
CCN(CCCCCN(C)C)Cc1cc2ccccc2o1	10	3	0	19	-8	0.99	-21	-1	0
Cc1ccc(NC(=O)CCc2c(C)nn(-c3ccc(N4CCOCC4)nn3)c2C)cc1F	16	-14	4	2	-12	0.96	6	-1	-3
COc1cccc(C2CCCN2Cc2nc(-c3cnccn3)no2)c1 (stereo not given)	5	1	10	-7	22	0.91	-19	0	-2
COc1ccc(C2/C(=C(/O)c3ccccc3)C(=O)C(=O)N2CCN2CCOCC2)c(OC)c1 (stereo not given)	6	-16	3	-3	16	0.97	-2	-3	0
O=C(c1cccc(Br)c1)N1CCN(c2cnn(-c3ccccc3)c(=O)c2Cl)CC1	11	0	-2	-6	22	1	20	0	-2
Cc1ccc(SCCC(=O)NC(C(C)C)C(C)C)cc1	30	-8	10	-5	12	0.9	8	-2	-1
CC(O)CC(C(=O)NNc1ccccc1)C(=O)NNc1ccccc1 (stereo not given)	-5	-7	-2	44*	20	1	-101	-2	-4
COc1cc(Cl)c(C)cc1NC(=O)CSc1nc2ccccc2o1	35	-17	0	-3	12	0.99	28	-1	-5
CC(NC(=O)c1cccnc1)C(=O)O (stereo not given)	14	-4	6	0	-7	0.94	-8	-5	0
COC(c1ccccc1)c1nnc(CCC(=O)N(C)CCOc2ccccc2)o1 (stereo not given)	14	12	6	-1	7	0.94	26	-5	-1
O=C(NCC(=O)N1CCCCC1)c1ccc(Cl)cc1Cl	-1	8	-4	-4	-9	1	9	-3	0
COc1ccc(Nc2nc(-c3cc4cccc(OC)c4oc3=O)cs2)cc1	9	2	21	-11	4	0.79	13	-1	3
CCn1c(CN2CCN(C(=O)c3ccco3)CC2)nc2c1c(=O)n(C)c(=O)n2C	14	6	-1	0	9	1	5	4	2
Cc1c(NC(=O)c2cnn3c2NC(c2ccc(Br)cc2)CC3C(F)(F)F)c(=O)n(-c2ccccc2)n1C (stereo not given)	23	5	3	1	-4	0.97	5	4	-3
COc1ccc(CCNC(=O)C(=O)NCCOc2ccccc2)cc1OC	4	10	8	-9	-1	0.92	1	-3	-1
Cc1ccc(S(=O)(=O)N(C)CC(=O)OCC(=O)N2CCCC2=O)cc1	10	-4	-2	-1	-14	1	11	-2	1
O=[N+]([O-])c1ccc(Nc2ccc(N3CCOCC3)cc2)c([N+](=O)[O-])c1	7	-1	10	-2	6	0.9	-4	2	-3
C=CCC(C#Cc1ccccc1)N(C)C (stereo not given)	16	6	-8	2	9	1.1	-4	-6	-1
CC[C@]12c3[nH]c4ccc(OC)cc4c3CCN1C(=O)C(CC(=O)NCc1ccc(OC)c(OC)c1)C[C@@H]2C(=O)N1CCN(C(=O)C2CC2)CC1 (stereo not given in full)	-2	.	-14	0	.	1.2	-3	0	.
O=C(CSc1n[nH]c(-c2ccncc2)n1)c1ccccc1	-3	-14	-1	-1	-4	1	2	-1	-1
COc1ccc(NC(=O)Nc2ccc3c(c2)C(=O)N([C@H](C)CO)C[C@H](C)[C@@H](CN(C)S(C)(=O)=O)O3)cc1	3	13	-17	-7	7	1.2	4	-1	-2
CC1(C)CC(=O)C(CC2CCCCC2=O)C(=O)C1 (stereo not given)	-5	10	2	-6	15	0.97	12	0	-1
NNC(=O)c1ccc(Cn2cc(Cl)cn2)cc1	-24	-8	-3	6	8	1	-11	3	-5
c1ccc(Cc2nc3ccccc3n2Cc2ccccc2)cc1	29	3	2	-11	24	0.98	44*	-2	-4
Cc1cc(C(=O)N/N=C/c2ccc([N+](=O)[O-])s2)n[nH]1	-12	-1	29	-8	24	0.71	7	-3	-6

(cont.)
SMILES	tim10-1 inh	hIAP block	mIAP inh	APOBEC3G inh	NLRP3 yeast inh	mIAP act	TIM10 inh	APOBEC3A inh	MIN6 prolif
Cc1cc(NS(=O)(=O)c2ccc(NC(=O)CSc3nc4sc(C)c(C)c4c(=O)[nH]3)cc2)no1	-28	10	3	10	17	0.97	-15	2	-3
Cn1c(Cc2ccccc2)nnc1SCC(=O)Nc1ccc(N2CCOCC2)cc1	13	-7	-7	-7	19	1.1	-8	-6	-1
COc1cc(-c2nc(CN3CCN(CC(C)C)C(=O)[C@@H]3C)c(C)o2)ccc1F	21	-29	2	0	9	0.98	11	-2	-3
FC(F)(F)c1ccc2nnc(-c3c(Cl)cccc3Cl)n2c1	-12	-10	4	-6	7	0.96	-17	-5	0
COc1ccc(NC(=O)CN(C)S(=O)(=O)c2cccc3cccnc23)cc1	6	-9	-4	-3	0	1	11	3	-1
O=C(Nc1ccccc1)O/N=C1\CCCCC1c1ccc([N+](=O)[O-])cc1[N+](=O)[O-] (stereo not given)	25	-10	6	-5	20	0.94	21	-4	-3
Cc1ccc(NC(=O)c2ccc([N+](=O)[O-])o2)cc1S(=O)(=O)N1CCOCC1	32	12	-3	2	14	1	21	4	-6
CCOC(=O)N1CCN(C(=O)CN(C)S(=O)(=O)c2ccc3c(c2)c(=O)n(C)c(=O)n3C)CC1	5	-7	5	-6	10	0.95	9	1	-1
CCc1ccc2c(c1)/C(=C/C(=O)c1cccs1)C(=O)N2	2	-3	7	-5	35	0.93	33	0	-6
Cc1ccsc1C(=O)OCC(=O)c1cc2ccccc2o1	-2	12	1	-10	21	0.99	24	-4	0
NC(=O)c1oc2ccccc2c1NC(=O)c1nc2ccccc2s1	25	9	6	-4	15	0.94	16	0	-2
O=C(N/N=C/c1cccnc1)C1CCCN(S(=O)(=O)c2ccccc2)C1 (stereo not given)	5	1	6	-2	5	0.94	0	0	-1
CCN(CC)CCCN1C=C2C(=O)C(C)(OC(=O)C3CCCC3)C(=O)C=C2C=C1c1ccsc1 (stereo not given)	13	-19	6	17	11	0.94	3	5	-5
Cc1ccc(OCCn2c(CCCO)nc3ccccc32)cc1	8	-17	-12	1	6	1.1	0	0	-3
CC(C)Cc1nnc(NC(=O)CCC(=O)N2CC(C)CC(C)C2)s1 (stereo not given)	3	-2	-8	0	13	1.1	2	-1	0
COc1ccc(NC(=O)CN(c2ccc(OC)cc2)S(=O)(=O)c2c(C)nn(C)c2C)cc1	5	-4	5	-4	16	0.95	2	-2	1
Cn1cncc1C#Cc1c(C=O)[nH]c2ccccc12	-2	-10	17	-6	7	0.83	18	0	-5
O=C(NC1CCN(C(=O)NCc2ccccc2)CC1)c1ccccc1	2	-15	-13	-1	16	1.1	10	1	2
CCN(CC)S(=O)(=O)c1ccc(C)c(NC(=O)CNCc2ccccc2OC)c1	26	-22	-3	2	-6	1	-5	-6	3

Structural class, the compounds so far with a COOH group
SMILES	tim10-1 inh	hIAP block	mIAP inh	APOBEC3G inh	NLRP3 yeast inh	mIAP act	TIM10 inh	APOBEC3A inh	MIN6 prolif
NS(=O)(=O)c1cc2c(cc1Cl)NC(c1ccccc1OCC(=O)O)NS2(=O)=O (stereo not given)	-2	13	0	0	-1	0.99	-13	0	0
CC(C)OC(=O)NC(Nc1ccccc1C(=O)O)(C(F)(F)F)C(F)(F)F	-15	-10	-4	-6	-7	1	5	-6	-1
CC(NC(=O)c1cccnc1)C(=O)O (stereo not given)	14	-4	6	0	-7	0.94	-8	-5	0

Shown as a hit in APOBEC3A inh (from the list above):
structure	hIAP block	mIAP inh	APOBEC3G inh	NLRP3 yeast inh	mIAP act	APOBEC3A inh
Cc1n(C)c2cc(Cl)ccc2[n+]1Cc1ccccc1	-2	8	26	7	0.92	78*
